Screening data from PubChem BioAssay.
STAT3 act = increases IL-6 driven STAT3 reporter signal; AID 871; activation (% of control), % at 5.6 µM; U3A cells, IL-6 STAT3-luciferase reporter, luminescence; 100% = signal with IL-6 EC80 alone; 190,000 tested, 0.91% active;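 active = activation above the screen-wide mean of compound activation plus 3 SD, cut at about 130% in these data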;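 also: 0% = background luminescence of wells with medium and substrate only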
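Assay system – human STAT1-deficient U3A cells with stable STAT3-luciferase reporter · Also added – IL-6 (33 ng/mL) · Schedule – compound 1 h, then IL-6 6 h at 37 °C · Technique – reporter luminescence signal · Evaluation – % activation versus median of IL-6-stimulated wells · Benchmarks – IL-6-only wells as 100% reference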
G6PDH CS = inhibits Leuconostoc G6PDH, flagging false hits in G6PDH-based assays; Purified L. mesenteroides G6PDH, diaphorase/resazurin coupled fluorescence, 45 min; inhibition, % at 5 µM; 200,000 tested, 0.12% active; AID 1020; in the data active = inhibition above about 50%
STAT1 blocker = reduces IFN-gamma driven STAT1 reporter signal; NIH 3T3 STAT1-luciferase reporter, luminescence; inhibition, % at 5.5 µM; 200,000 tested, 0.35% active; AID 920;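 active = inhibition above a set limit, the mean inhibition across all tested compounds plus 3 SD, cut at about 34% in these data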;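 also: 0% = IFN-gamma with DMSO and 100% = IFN-gamma with 300 µM nifuroxazide; values of inactives mirror those of a sister screen read the other way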
STAT3 inh = STAT3 signaling inhibition | U3A cells, IL-6 STAT3-luciferase reporter, luminescence; host cell line lacks STAT1 | inhibition, % at 5.5 µM | 190,000 tested, 0.89% active;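 active = inhibition above the mean inhibition across all screened compounds plus 3 SD, cut at about 44% in these data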;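 also: 0% = DMSO only wells and 100% = 100 µM nifuroxazide control wells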
Diaphorase inh = diaphorase inhibition or chemical oxidation counter-screen; diaphorase resazurin-to-resorufin fluorescence, NADH, 16 min; bacterial (C. kluyveri) enzyme, not human; inhibition, % at 20 µM; 190,000 tested, 0.69% active;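 active = primary screen inhibition at 20 µM above a set limit, cut at about 50% in these data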;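 also: plate controls were DMSO with full reaction for no effect and wells lacking NADH for full effect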
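Test system: bacterial diaphorase enzyme (C. kluyveri); Quantity: 0.14 U/mL diaphorase, enzyme working solution; Times: reaction incubation of 16 min at room temperature; Measured by: fluorescence of resorufin formed from resazurin, Ex 544/Em 590 nm; Benchmarks: positive control minus NADH, DMSO neutral control.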
STAT1 act = increases IFN-gamma driven STAT1 reporter signal. NIH 3T3 STAT1-luciferase reporter, luminescence; 100% = IFN-gamma alone, no compound. activation (% of control), % at 5.5 µM. 200,000 tested, 2.6% active. AID 932;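 active = activation above the screen-wide mean activation plus 3 SD, cut at about 130% in these data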;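 also: raw ratio to IFN-gamma control signal so 100% means no change and 0% no light; values of inactives mirror those of a sister screen read the other way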
TLR4-MyD88 BLA = blocks binding of human TLR4 to MyD88; HeLa CL3-4 TLR4/MyD88 BLA complementation, FRET ratio; inhibition, % at 8.4 µM; 200,000 tested, 0.18% active; AID 861; in the data active = inhibition above about 25%;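 also: 0% = vehicle and 100% = reference inhibitor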
Target sequence (O00206 whole entry, looked up): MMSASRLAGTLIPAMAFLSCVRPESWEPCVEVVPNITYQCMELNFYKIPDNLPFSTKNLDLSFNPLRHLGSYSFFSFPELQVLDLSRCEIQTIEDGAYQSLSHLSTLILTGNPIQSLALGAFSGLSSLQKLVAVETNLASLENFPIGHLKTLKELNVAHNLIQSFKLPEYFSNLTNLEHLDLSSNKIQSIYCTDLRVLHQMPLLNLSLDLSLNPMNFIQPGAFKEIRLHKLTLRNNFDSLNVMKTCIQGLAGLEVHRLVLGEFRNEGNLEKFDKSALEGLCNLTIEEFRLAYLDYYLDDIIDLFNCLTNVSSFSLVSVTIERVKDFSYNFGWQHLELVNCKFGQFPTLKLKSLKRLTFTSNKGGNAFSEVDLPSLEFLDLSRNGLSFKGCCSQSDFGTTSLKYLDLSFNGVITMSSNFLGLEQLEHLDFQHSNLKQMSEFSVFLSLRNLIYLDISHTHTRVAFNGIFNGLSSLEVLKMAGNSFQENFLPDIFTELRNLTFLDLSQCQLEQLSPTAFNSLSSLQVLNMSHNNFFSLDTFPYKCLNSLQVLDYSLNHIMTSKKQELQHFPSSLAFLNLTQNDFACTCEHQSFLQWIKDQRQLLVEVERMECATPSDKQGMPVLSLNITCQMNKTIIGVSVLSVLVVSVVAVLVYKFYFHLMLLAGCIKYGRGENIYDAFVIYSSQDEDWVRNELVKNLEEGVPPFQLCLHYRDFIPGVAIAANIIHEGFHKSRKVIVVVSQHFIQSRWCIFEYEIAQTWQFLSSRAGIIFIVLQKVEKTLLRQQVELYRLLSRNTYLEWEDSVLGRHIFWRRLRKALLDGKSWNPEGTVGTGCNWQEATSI
Target sequence (Q99836 whole entry, looked up): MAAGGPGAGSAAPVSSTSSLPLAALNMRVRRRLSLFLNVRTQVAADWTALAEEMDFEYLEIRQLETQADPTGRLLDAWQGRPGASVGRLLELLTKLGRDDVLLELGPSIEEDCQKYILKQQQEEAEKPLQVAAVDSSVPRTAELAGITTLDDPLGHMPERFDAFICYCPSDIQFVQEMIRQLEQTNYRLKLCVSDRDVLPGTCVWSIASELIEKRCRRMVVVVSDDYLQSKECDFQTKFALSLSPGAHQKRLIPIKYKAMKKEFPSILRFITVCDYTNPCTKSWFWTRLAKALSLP
Hsp70 act = switches on Hsp70 transcription; HeLa Hsp70 promoter luciferase reporter, luminescence; scaled: vehicle 0, proteasome-inhibitor control 100%; activation, % at 10 µM; 200,000 tested, 0.04% active; AID 1203;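 active = activation above the mean across all tested compounds plus 3 SD, cutoff set per campaign, cut at about 5.5% in these data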;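 also: 100% = MG132 at 30 µM as the positive control and 0% = DMSO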
Diaph act CS = activates diaphorase or chemically reduces, flagging diaphorase assay artifacts; Diaphorase/resazurin coupled assay, resorufin fluorescence, 16 min; active compounds read high; 1 = vehicle wells, 0 = NADH-free wells; activation factor at 20 µM; 190,000 tested, 0.005% active; AID 1229;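 active = diaphorase activity raised at least twofold by the compound at 20 µM; inactive = activation factor below 2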
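Material: purified diaphorase enzyme from Clostridium kluyveri; Also added: 0.114 mM NADH and 0.1 mM resazurin, final amounts; Doses: single compound dose of 20 µM, 1% DMSO final; Times: 16 min enzyme reaction, ambient temperature; Detection: resorufin fluorescence, excitation 544 nm, emission 590 nm; Measure: increased resorufin signal from activators or reducing compounds.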
APP transl inh = APP translation inhibition; inhibition, % at 2 µM; 190,000 tested, 0.82% active; AID 1285; SH-SY5Y APP 5'UTR-luciferase reporter, luminescence;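 active = inhibition above a set limit, derived from the sample mean plus 3 SD, cut at about 45% in these data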; also: values of inactives mirror those of a sister screen read the other way
An asterisk follows results filed as active; x = no result given. The order is random; overall some 6.1% were active at least once.

SMILES	STAT3 act	G6PDH CS	STAT1 blocker	STAT3 inh	Diaphorase inh	STAT1 act	TLR4-MyD88 BLA	Hsp70 act	Diaph act CS	APP transl inh
CCN(c1cccc(C)c1)c1ncnc2nc[nH]c12	97	-13	5	4	9	97	-1	-0.1	0.9	1
CC(=O)N1CCC2(CC1)C/C(=N\NC(=S)Nc1ccccc1F)c1cc(O)ccc1O2	98	-3	1	6	45	99	-4	-0.2	0.6	12
COc1ccc(CN2CCC(CO)(CCOc3ccccc3)CC2)c(OC)c1C	87	10	1	20	-12	98	2	-0.3	1.1	-16
CCC(=O)OC1(C#CCOc2ccc(OC)cc2)CCN(C)CC1	105	-11	4	-2	12	97	1	-0.3	0.9	-14
CC(C)(C)NC(=O)COC(=O)c1ccccc1OCC(=O)Nc1ccc(Br)cc1	114	-19	-6	-9	0	105	6	-0.3	1	-11
O=C(C1=C(O)C(=O)N(Cc2ccccc2)C1c1ccncc1)c1ccco1 (centres undefined)	99	-20	-4	6	17	104	-7	-0.4	0.8	-8
CC1CCC/C(=N\NC(=O)Nc2ccccc2)C1 (centres undefined)	103	8	-22	-1	10	120	9	0.0	0.9	-36
O=C(NCC1CCCO1)c1cccnc1NCc1ccc(F)cc1 (centres undefined)	97	11	9	8	5	90	-3	-0.4	0.9	-4
COc1ccccc1OCC(=O)Nc1ccc(S(=O)(=O)NC(C)=O)cc1	106	3	0	-4	25	100	6	-0.4	0.8	4
CN(C)CCCN(C(=O)c1ccc(S(=O)(=O)N(C)C)cc1)c1nc2ccc(F)cc2s1	92	-1	-5	14	5	103	4	-0.2	1	-26
COc1cccc(C(=O)Nc2cccc(C(=O)NCC(C)C)c2)c1	89	2	1	13	2	100	-6	-0.2	1	-2
COc1ccc(CN2CCN(c3ccccn3)CC2)cc1OCc1ccccc1	84	7	6	24	15	92	-8	-0.5	0.8	0
Cn1ncc(C#N)c1NC(=O)c1nn2cccnc2c1Cl	106	-3	1	-3	7	95	11	-0.1	0.9	22
O=C1CNC(=O)N1CC(=O)N1CCCc2ccccc21	100	-4	-10	2	7	110	-7	-0.4	0.9	-4
CC(C)(C)NC(=O)C(c1c[nH]c2ccccc12)N(C(=O)Cn1nnc(-c2ccc(Cl)cc2)n1)c1ccccc1F (centres undefined)	108	19	-4	-12	11	104	-1	-0.4	0.9	11
Cc1ccc(S(=O)(=O)n2ccc3cccnc32)cc1	100	3	7	3	13	94	1	-0.1	0.9	2
O=C1OCC=C1NNC(=O)c1cccnc1	99	2	1	3	1	98	0	0.1	1	-18
COc1cc(C(=O)NCc2nnc(SCC(=O)Nc3cc(C)cc(C)c3)o2)cc(OC)c1OC	102	2	4	2	-4	96	2	-0.3	1	10
COc1ccc2oc(-c3ccccc3)c(C(N)=O)c2c1	94	9	-18	14	16	118	-7	0.1	0.8	7
CCOC(=O)c1c(C)[nH]c(C(=O)COC(=O)/C=C/c2cccc(OC)c2OC)c1C	104	-8	-6	-3	2	105	-5	-0.2	1	9
CCC(=O)Nc1cccc(-c2cc3ccccc3oc2=O)c1	101	6	-38	4	-1	134*	2	-0.2	1	-40
Cc1ccc(NC(=O)CN2C(=O)S/C(=C\c3cc(C)n(-c4ccc(C(=O)O)cc4)c3C)C2=O)cc1	99	11	2	8	10	97	-3	-0.2	0.9	-18
O=[N+]([O-])c1ccc2cn[nH]c2c1	121	8	-11	-21	2	110	-12	-0.4	1	-12
CC(OC(=O)c1cccs1)C(=O)NCc1ccc2c(c1)OCO2 (centres undefined)	102	13	0	7	8	100	-1	-0.1	0.9	6
N#Cc1nc(-c2ccc(OCc3ccccc3)cc2)oc1NCCN1CCOCC1	97	9	5	10	6	96	-6	-0.3	0.9	-21
Cc1cc(C)nc(NC(=NCCc2c[nH]c3ccccc23)NC(=O)Nc2ccccc2)n1	90	-21	1	8	24	99	2	-0.3	0.8	-8
Cc1cc(C)n2nc(N)c(N=Nc3cccc(Cl)c3)c2n1	73	1	7	35	6	94	0	-0.1	0.9	-10
CCOC(=O)C1=C(C)N(C)C(=O)NC1c1cc2c(cc1Br)OCO2 (centres undefined)	105	16	5	-2	18	95	3	-0.1	0.8	-7
CC(C)c1ccc2oc(-c3cc(N)ccc3O)nc2c1	71	5	-17	36	-5	116	6	-0.4	1	-158
Cc1nc2c(n1O)CCC/C2=N\O	108	1	0	-7	2	100	10	-0.3	1	-22
CN(C)C(CNC(=O)c1cccc(OC(F)F)c1)c1ccco1 (centres undefined)	111	4	13	-14	9	88	-14	-0.1	0.9	8
COc1ccc(OC)c(/C=C/C(=O)NC2=NCCS2)c1	103	2	-11	2	-7	109	5	-0.1	1.1	-19
Fc1ccc(OCCCCCCN2CCCC2)cc1	111	1	-4	-5	1	103	-6	-0.1	1	-13
O=C(COC(=O)C1CCCN1C(=O)C12CC3CC(CC(C3)C1)C2)c1ccc(Br)cc1 (centres undefined)	102	1	-1	-2	-5	101	-15	-0.2	1	-32
O=C(c1ccco1)N1CCN(Cc2nc3cc(Cl)ccc3c(=O)[nH]2)CC1	97	3	-9	6	4	106	-4	-0.2	1	4
COc1ccc(NC(=O)Nc2ccc(F)cc2F)cc1	90	7	-19	22	1	117	0	0.0	1	-114
Cn1c(=O)c2cn3ncccc3c2n(C)c1=O	93	-4	2	12	20	99	13	0.5	0.8	-5
COC(=O)c1sc(NC(=O)c2ccc(OC)cc2OC)nc1C	31	x	27	86*	x	75	-10	-0.2	x	-137
C/C(=N/NC(=O)Cn1nc2ccccc2n1)c1ccc(F)cc1	112	3	-1	-12	-2	101	2	-0.4	1	-6
S=c1nc(C2COc3ccccc3O2)[nH][nH]1 (centres undefined)	98	-1	2	8	14	98	-5	0.1	0.9	-34

Retrieved by structure from above, two records:
SMILES	STAT3 act	G6PDH CS	STAT1 blocker	STAT3 inh	Diaphorase inh	STAT1 act	TLR4-MyD88 BLA	Hsp70 act	Diaph act CS	APP transl inh
Cn1c(=O)c2cn3ncccc3c2n(C)c1=O	93	-4	2	12	20	99	13	0.5	0.8	-5
COc1ccc(NC(=O)Nc2ccc(F)cc2F)cc1	90	7	-19	22	1	117	0	0.0	1	-114

Part of the list above, as a markdown table.
| canonical_smiles | STAT3 act | G6PDH CS | STAT1 blocker | STAT3 inh | Diaphorase inh | STAT1 act | TLR4-MyD88 BLA | Hsp70 act | Diaph act CS | APP transl inh |
| --- | --- | --- | --- | --- | --- | --- | --- | --- | --- | --- |
| Cn1c(=O)c2cn3ncccc3c2n(C)c1=O | 93 | -4 | 2 | 12 | 20 | 99 | 13 | 0.5 | 0.8 | -5 |
| COC(=O)c1sc(NC(=O)c2ccc(OC)cc2OC)nc1C | 31 | x | 27 | 86* | x | 75 | -10 | -0.2 | x | -137 |
| C/C(=N/NC(=O)Cn1nc2ccccc2n1)c1ccc(F)cc1 | 112 | 3 | -1 | -12 | -2 | 101 | 2 | -0.4 | 1 | -6 |

Additional results
SMILES	STAT3 act	G6PDH CS	STAT1 blocker	STAT3 inh	Diaphorase inh	STAT1 act	TLR4-MyD88 BLA	Hsp70 act	Diaph act CS	APP transl inh
CC(=O)N1CCN(C(=S)NC(=O)c2ccc(S(=O)(=O)N3CCOCC3)cc2)CC1	86	11	5	23	6	95	-1	0.0	0.9	-18
Cc1ccc(S(=O)(=O)Oc2ccccc2/C=N/N=C(N)N)cc1	89	18	8	19	6	91	-2	-0.2	0.9	20
Cc1ccc2c(c1)[C@@H]1CN(C)CC[C@@H]1N2S(=O)(=O)c1ccc(F)cc1	100	6	-5	5	11	104	-1	0.2	0.9	11
COc1cc(OC)cc(C(=O)N[C@H](C(=O)Nc2nc3ccc(S(C)(=O)=O)cc3s2)C(C)C)c1	102	-6	-8	0	12	107	3	-0.1	0.9	-4
O=C(Nc1ccc(F)cc1)c1nc[nH]c1C(=O)Nc1ccc([N+](=O)[O-])cc1	96	-1	2	6	10	98	17	-0.4	0.9	21
CCc1nnc(NC(=O)CSc2nc(-c3ccc(OC)cc3)ns2)s1	103	-39	-1	0	8	100	11	-0.1	0.9	-10
O=C(O)c1ccc(-c2ccccc2)[nH]1	104	1	-6	0	17	106	0	-0.1	0.8	-7
COc1ccc2c(c1)C1=C(CC2)C(c2ccc(C)cc2)NC(=S)N1 (centres undefined)	88	1	-8	20	18	106	-5	0.1	0.8	-8
O=Nc1c2ccc[nH]c-2c2ccc([N+](=O)[O-])cc12	83	2	-20	24	5	119	10	-0.2	1	4
O=C(Oc1ccc(N(Cc2cccs2)C2=NS(=O)(=O)c3ccccc32)cc1)c1ccccc1	108	4	-4	-6	9	104	0	0.1	0.9	-4
Cc1ccc2cc(C#N)c(SCC(=O)Nc3ccc4sc(C)nc4c3)nc2c1	103	-58	-8	6	9	108	1	0.0	0.9	9
O=C(C[n+]1cccc(NC(=O)c2ccccc2)c1)c1ccccc1	99	-15	5	10	-1	100	0	-0.1	1	-14
CC(=O)NCCNS(=O)(=O)c1ccc(C)c([N+](=O)[O-])c1	101	6	-2	10	8	101	3	-0.2	0.9	-15
N/C(=N\OC(=O)Nc1ccc(Cl)cc1)c1ncc(C(F)(F)F)cc1Cl	102	-2	-5	2	19	105	5	-0.3	0.8	-3
CC(C)(C)c1ccc(C(=O)c2c[nH]c(C(=O)NCc3cccs3)c2)cc1	98	11	-9	10	-3	108	-13	-0.1	1	-22
CC(C)OC(=O)C(C)Nc1n[nH]c(=S)[nH]c1=O (centres undefined)	104	1	2	-2	12	99	5	-0.1	0.9	-4
Cc1cc(C)n(-c2ccc(Cl)c(C(=O)Nc3cc(C(F)(F)F)ccc3Cl)n2)n1	89	7	4	18	4	97	-1	-0.3	1	2
CCOc1ccc(NC(=O)Nc2nnc(CC)s2)cc1	92	11	-14	11	-9	113	-10	-0.1	1.1	-10
COc1ccc(-n2c(=S)[nH]c3cc(C(=O)Nc4ccc(OC)c(OC)c4)ccc3c2=O)cc1	107	1	6	-5	9	95	11	-0.2	0.9	3
Cc1ccc(C(=O)COC(=O)c2cn3ccccc3n2)cc1	102	8	-27	2	-4	122	-2	0.1	1	-13
Cc1ccc(CC(NC(=O)c2ccccc2)C(=O)N2CCCC2C(=O)O)cc1 (centres undefined)	96	16	4	8	9	96	-2	-0.2	0.9	7
O=C(C1CCN(S(=O)(=O)c2cnc[nH]2)CC1)N1CCN(Cc2ccc3c(c2)OCO3)CC1	95	7	-3	13	-9	104	-9	-0.2	1.1	1
Cc1ccc(-c2noc(-c3ccccc3F)n2)cc1	98	5	-35	11	8	132*	-6	0.3	0.9	-174
CCCS(=O)(=O)N1CCC(C(=O)NCc2ccccc2Cl)CC1	101	-3	0	2	13	100	-1	-0.3	0.9	-15
CC(C)(C)[Si](OCC[C@@H]1C[C@@]1(C)[C@@H](NP(=O)(c1ccccc1)c1ccccc1)c1ccccc1)(c1ccccc1)c1ccccc1	96	8	-15	2	13	114	4	-0.2	0.9	-20
